High-throughput results (PubChem BioAssay)
Pf growth 96h = Primary qHTS for delayed death inhibitors of the malarial parasite plastid, 96 hour incubation | P. falciparum luciferase reporter growth, 96 h | actives 6.9% (n = 320,000) | Potency, µM (series often up to 28.7 µM), without a hit: at the top dose activity change, negative = inhibition, hits mostly inhibitors; note: potency is the fitted concentration of half-maximal effect; % is set by controls: 0 for no effect and ±100 for the full control effect
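Delayed-death screen, second-generation endpoint: infected erythrocytes, 2% hematocrit, 0.05% parasitemia final; 96 hours at 37 C, 5% CO2; luciferase detection reagent; luminescence decrease equals reduced growth.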
AmpC inh no detg = qHTS Inhibitors of AmpC Beta-Lactamase (assay without detergent); actives 0.52% (n = 330,000); AmpC nitrocefin hydrolysis, absorbance 480 nm, 0.0001% Triton; P00811; Potency, µM (highest dose often 57.1 µM), for inactives: at the highest dose activity change, negative = inhibition, hits mostly inhibitors;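 note: potency is the fitted concentration of half-maximal effect; plate controls were no compound for no effect and no enzyme for full effect; nearly all actives have a fitted effect of over 20% in size; some results filed as inactive show a strong effect at the top dose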
Target sequence (P00811 whole entry, looked up): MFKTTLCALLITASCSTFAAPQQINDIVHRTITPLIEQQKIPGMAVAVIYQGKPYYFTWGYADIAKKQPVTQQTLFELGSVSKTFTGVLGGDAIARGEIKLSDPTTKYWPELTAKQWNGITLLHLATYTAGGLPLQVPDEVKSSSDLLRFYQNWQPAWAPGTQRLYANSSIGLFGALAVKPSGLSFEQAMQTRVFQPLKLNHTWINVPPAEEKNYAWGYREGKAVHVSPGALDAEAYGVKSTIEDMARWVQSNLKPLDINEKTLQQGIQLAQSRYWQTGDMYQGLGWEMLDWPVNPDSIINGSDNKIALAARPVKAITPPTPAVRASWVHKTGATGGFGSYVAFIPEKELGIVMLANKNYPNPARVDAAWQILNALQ
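20 mM phosphate pH 7.0 + 0.01% (detergent screen) or 0.0001% Triton X-100; 5.3 nM AmpC reagent; cpd preinc 15 min RT; nitrocefin (800 uM stock) to start; A480 q20 s × 4 min; Activity was normalised to no-enzyme and no-compound control wells.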
TbPYK inhibitor = qHTS of Trypanosoma Brucei Inhibitors. TbPYK enzyme, Kinase-Glo Plus ATP luminescence, 45 min. actives 0.12% (n = 410,000). Potency, µM (doses to about 76.8 µM), inactives show at the highest dose activity, negative = inhibition, hits mostly inhibitors; note: potency is the fitted concentration of half-maximal effect; % is set by controls: 0 for no effect and ±100 for the full control effect; nearly all actives have a fitted effect of over 50% in size
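Quantitative HTS: titrated library compounds versus trypanosomal pyruvate kinase in TEA buffer (pH 7.2) containing KCl, MgCl2, BSA and Tween-20. Reactions were initiated with ADP, 130 uM final. Kinase-Glo Plus luminescence was read after 45 min at RT.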
Pf growth 48h = Primary qHTS for delayed death inhibitors of the malarial parasite plastid, 48 hour incubation. P. falciparum luciferase growth in erythrocytes, 48 h. actives 5.9% (n = 310,000). Potency, µM (top dose mostly 28.7 µM), inactives show top-dose activity change, negative = inhibition, usual class: inhibitors; note: potency is the fitted concentration of half-maximal effect; % is set by controls: 0 for no effect and ±100 for the full control effect
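Erythrocytes infected with P. falciparum carrying an integrated firefly luciferase reporter (2% hematocrit, 0.1% parasitemia final) were exposed to compounds in RPMI 1640 with 0.5% Albumax at 37 C, 5% CO2. Growth inhibition was scored as reduced luminescence.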
LmPK inh = qHTS Assay for Inhibitors of Leishmania Mexicana Pyruvate Kinase (LmPK). Q27686. purified LmPK, Kinase-Glo ATP luminescence, 1 h. Potency, µM (doses to about 57.5 µM), for inactives: at the top dose activity change, negative = inhibition, most hits filed as inhibitors. actives 0.37% (n = 290,000). AID 1721, 2009; note: potency is the fitted concentration of half-maximal effect; % is set by controls: 0 for no effect and ±100 for the full control effect
Target sequence (Q27686 whole entry, looked up): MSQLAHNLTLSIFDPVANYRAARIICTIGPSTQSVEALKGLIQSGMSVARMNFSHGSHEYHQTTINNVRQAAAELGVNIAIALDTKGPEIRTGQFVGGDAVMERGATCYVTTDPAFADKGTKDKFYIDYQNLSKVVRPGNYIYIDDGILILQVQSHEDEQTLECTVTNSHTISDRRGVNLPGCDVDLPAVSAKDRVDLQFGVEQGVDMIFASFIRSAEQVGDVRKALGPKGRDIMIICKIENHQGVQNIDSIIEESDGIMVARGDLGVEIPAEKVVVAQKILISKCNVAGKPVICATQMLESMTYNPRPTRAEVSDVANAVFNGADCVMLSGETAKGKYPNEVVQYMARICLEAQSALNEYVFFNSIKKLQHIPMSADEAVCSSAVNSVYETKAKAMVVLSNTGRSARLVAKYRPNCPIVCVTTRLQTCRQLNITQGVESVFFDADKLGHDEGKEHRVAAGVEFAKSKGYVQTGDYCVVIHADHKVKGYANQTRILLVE
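0.1 nM LmPK, 0.5 mM PEP, 0.1 mM ADP; 50 mM imidazole pH 7.2, 7 mM MgCl2, 50 mM KCl; 1 h RT. Kinase-Glo luminescence readout, normalized to no-enzyme (full inhibition) and uninhibited wells.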
Shiga toxin inh = A qHTS for Small Molecule Inhibitors of Shiga Toxin; Vero cells, Shiga toxin protein synthesis inhibition reporter; inhibition, % at 38.7 µM; actives 9.2% (n = 290,000); in the data active = inhibition mostly above about 28%, no sharp cut-off; inactive = mostly below about 43%; note: 0% is about no effect
CHX counter = Cycloheximide Counterscreen for Small Molecule Inhibitors of Shiga Toxin | max response, % | cell reporter, cycloheximide protein synthesis inhibition counterscreen | actives 12% (n = 300,000); in the data active = max response mostly above about 13%, no sharp cut-off; inactive = mostly below about 14%; note: read at 38.3 µM for the half of the compounds with a filed dose; 0% is about no effect
Active calls of the source: *; i = inactive; ? = inconclusive; nt = no result given; [ ] = remark or other dose. Unless noted, calls come from the whole dose curve; as a rule, active = well fitted curve in the direction sought with a large enough effect; inconclusive = small, poorly fitted or top-dose-only effect, or another doubt; inactive = no such curve, though single readings can be large; an effect the other way counts as inactive or inconclusive.

SMILES	Pf growth 96h	AmpC inh no detg	TbPYK inhibitor	Pf growth 48h	LmPK inh	Shiga toxin inh	CHX counter
Cc1cc2nn(-c3ccc(Cl)cc3)nc2cc1N	431%[activator]	-2%	-5%	95%[activator]	-3%	113*	50*
CCOC(=O)N1CCC(N2C(=O)c3ccccc3C2Nc2cc(C(=O)OC)cc(C(=O)OC)c2)CC1 (centres undefined)	8.3µM*	144%[activator]	2%	nt	14%	-11	-5
O=C(Nc1ccccn1)c1cc2ccccc2cc1O	-19%	-21%	-9%	17%	1%	96*	31*
O=C(COc1ccc(Cl)cc1Cl)c1ccc[nH]1	172%[activator]	-39%	-2%	38%[activator]	-6%	57*	31*
O=C(c1ccccc1-c1nc(-c2ccccc2)no1)N1CCCC1	?	11%	0%	76%[activator]	1%	56*	22*
CCn1cc(C(=O)N2CCCC(N3CCN(c4ccccc4C)CC3)C2)cn1 (centres undefined)	?	86%[activator]	-4%	-1%	1%	6	5
CC1CN=C(N(C(=S)Nc2ccccc2)c2cccc(C(F)(F)F)c2)S1 (centres undefined)	3%	-44%	-3%	24%	0%	33	14*
CC(NS(=O)(=O)c1ccc2[nH]c(=O)c(=O)[nH]c2c1)C(=O)O (centres undefined)	12%	12%	-1%	21%	2%	-17	-3
O=C(CSc1nnc(SCc2ccc(F)cc2)s1)Nc1ccc(C(=O)O)cc1	175%[activator]	-34%	-12%	57%[activator]	-2%	21	-1
Cc1ccc(C(=O)NNC2CC(=O)N(c3ccc4c(c3)OCCO4)C2=O)cc1 (centres undefined)	0%	-22%	6%	19%	4%	24	-4
CCC(=O)Nc1ccc(N2CCN(CC)CC2)c(Cl)c1	28%	-13%	2%	50%[activator]	4%	-14	12
CN(C)C(=O)Oc1cccc(NC(=O)c2ccccc2C(F)(F)F)c1	0%	-8%	-2%	1%	-1%	-19	-3
O=C(/C=C/c1cccc([N+](=O)[O-])c1)N1CCN(Cc2ccc3c(c2)OCO3)CC1	24%	-35%	1%	-2%	4%	-13	-2
O=C(COc1ccc(Cl)cc1Br)N1CCN(c2ccccc2)CC1	3.7µM*	-1%	6%	-2%	2%	-7	-3
Cc1cccc(N(C)c2cc(C)nc3ncnn23)c1	3%	-18%	0%	-8%	0%	-26	-5
O=c1onc(-c2ccc(Cl)cc2)n1Cc1ccc(F)cc1	40%[activator]	-21%	2%	54%[activator]	6%	-18	-4
O=C(c1ccc(Cl)cc1)c1oc2ccccc2c1CS(=O)c1ccc(Cl)cc1 (centres undefined)	?	-20%	-10%	?	-5%	24	9
CC(=O)Oc1ccc2c(c1)OC(c1ccccc1)CC21CC(C)(C)NC(=O)N1 (centres undefined)	1%	45%	-17%	22%	-4%	-17	-5
CCN1CCN(C(=S)c2ccc([N+](=O)[O-])cc2)CC1	-24%	-15%	?	6%	-1%	-4	1
Cc1ccc(C)c(NC(=O)C2CC=CCC2C(=O)O)c1 (centres undefined)	-16%	-14%	1%	4%	12%	-9	-1
C=CCN(C1CCCCC1)S(=O)(=O)c1ccc2c(c1)oc(=O)n2C	-35%	5%	-2%	nt	-1%	-15	-2
CC1(C)CC(NC(=O)CCc2nnc(CCCCc3ccccc3)o2)CCO1 (centres undefined)	10µM*	86%[activator]	1%	-20%	4%	5	-2
CCN(CC)S(=O)(=O)c1ccc(N2CCCCC2)c(NC(=O)C2CCN(C(=O)c3ccc(F)cc3)CC2)c1	9.3µM*	178%[activator]	0%	12µM*	nt	nt	nt
COc1cc(C(=S)N2CCOCC2)cc(OC)c1OS(=O)(=O)c1ccc(C)cc1	-36%	87%[activator]	-11%	-19%	5%	-2	-2
O=c1[nH]c2ccccc2o1	21%	-9%	8%	-3%	2%	18	1
C[C@@H]1C(=O)O[C@@H]2[C@H](O)C34[C@@H]5OC(=O)C3(O[C@H]3OC(=O)[C@H](O)C34[C@H](C(C)(C)C)[C@H]5O)[C@@]12O (some centres undefined)	5%	2%	2%	12%	-2%	-7	-3
Cc1ccc(S(=O)(=O)CCC(=O)OCC(=O)N2c3ccccc3NC(=O)C2(C)C)cc1	32%[activator]	-17%	-7%	2%	nt	nt	nt
CN=C(Nc1ccc(C)c(C)c1)SC1CC(=O)N(c2ccc(OC)cc2)C1=O (centres undefined)	47%[activator]	50%	-2%	12µM*	1%	42	-2
CCN(CC)c1c(-c2ccccc2)c2cc(C)ccc2[nH]c1=O	?	-1%	-3%	2%	7%	-4	-3
COc1cccc(CNC(=O)C2CCN(S(=O)(=O)N3CC(C)CC(C)C3)CC2)c1 (centres undefined)	8%	14%	-3%	?	7%	-15	-5
Cc1nnc(NC(=O)c2cc(S(=O)(=O)N(C)C)ccc2N2CCCC2)s1	-18%	-42%	1%	-4%	nt	nt	nt
C=CCn1c(Cc2cccs2)nnc1SCC(=O)c1ccc2ccccc2c1	12%	-25%	-2%	nt	6%	-16	8
O=C1CC(c2ccccc2)CN1C(=O)c1cccnc1 (centres undefined)	1%	-15%	-6%	9%	0%	-8	1
O=C(Nc1ccccc1)c1ccc(S(=O)(=O)N2CCCC2)cc1	37%[activator]	-20%	0%	?	2%	-1	-2
CCOc1ccc(NC(=O)CC2SC(N)=NC2=O)c([N+](=O)[O-])c1 (centres undefined)	11%	-23%	-2%	18%	-2%	-28	9
COP(=O)(CC(=O)O)c1ccccc1 (centres undefined)	nt	-14%	0%	4%	0%	-16	6
COc1cc(S(=O)(=O)Nc2ccccn2)ccc1F	19%	-12%	3%	nt	3%	1	-5
C[C@H](NC(=O)c1[nH]cnc1C(=O)Nc1ccon1)c1ccccc1	?	-23%	-4%	-22%	nt	nt	nt
CCc1ccccc1Nc1nc(N)nc(CSc2nnc3ccccn23)n1	?	-17%	5%	-15%	3%	7	15
COc1ccccc1NC(=O)C1=C(C)Nc2nnnn2C1c1cc(Br)ccc1OC (centres undefined)	?	60%	-12%	-20%	1%	-20	1

A draw from above in order of count of non-hydrogen atoms, smallest number first:
SMILES	Pf growth 96h	AmpC inh no detg	TbPYK inhibitor	Pf growth 48h	LmPK inh	Shiga toxin inh	CHX counter
O=c1[nH]c2ccccc2o1	21%	-9%	8%	-3%	2%	18	1
COP(=O)(CC(=O)O)c1ccccc1 (centres undefined)	nt	-14%	0%	4%	0%	-16	6
O=C(COc1ccc(Cl)cc1Cl)c1ccc[nH]1	172%[activator]	-39%	-2%	38%[activator]	-6%	57*	31*
Cc1cccc(N(C)c2cc(C)nc3ncnn23)c1	3%	-18%	0%	-8%	0%	-26	-5
Cc1ccc(C)c(NC(=O)C2CC=CCC2C(=O)O)c1 (centres undefined)	-16%	-14%	1%	4%	12%	-9	-1
O=C(Nc1ccccc1)c1ccc(S(=O)(=O)N2CCCC2)cc1	37%[activator]	-20%	0%	?	2%	-1	-2
O=C(c1ccccc1-c1nc(-c2ccccc2)no1)N1CCCC1	?	11%	0%	76%[activator]	1%	56*	22*
CN(C)C(=O)Oc1cccc(NC(=O)c2ccccc2C(F)(F)F)c1	0%	-8%	-2%	1%	-1%	-19	-3
CC1CN=C(N(C(=S)Nc2ccccc2)c2cccc(C(F)(F)F)c2)S1 (centres undefined)	3%	-44%	-3%	24%	0%	33	14*
CCc1ccccc1Nc1nc(N)nc(CSc2nnc3ccccn23)n1	?	-17%	5%	-15%	3%	7	15
CC(=O)Oc1ccc2c(c1)OC(c1ccccc1)CC21CC(C)(C)NC(=O)N1 (centres undefined)	1%	45%	-17%	22%	-4%	-17	-5
COc1cc(C(=S)N2CCOCC2)cc(OC)c1OS(=O)(=O)c1ccc(C)cc1	-36%	87%[activator]	-11%	-19%	5%	-2	-2
C[C@@H]1C(=O)O[C@@H]2[C@H](O)C34[C@@H]5OC(=O)C3(O[C@H]3OC(=O)[C@H](O)C34[C@H](C(C)(C)C)[C@H]5O)[C@@]12O (some centres undefined)	5%	2%	2%	12%	-2%	-7	-3
CCN(CC)S(=O)(=O)c1ccc(N2CCCCC2)c(NC(=O)C2CCN(C(=O)c3ccc(F)cc3)CC2)c1	9.3µM*	178%[activator]	0%	12µM*	nt	nt	nt

New compounds follow.
SMILES	Pf growth 96h	AmpC inh no detg	TbPYK inhibitor	Pf growth 48h	LmPK inh	Shiga toxin inh	CHX counter
COc1ccc(NC(=O)c2ccc3[nH]c(=O)c(=O)[nH]c3c2)c(OC)c1	10%	-20%	2%	18%	-2%	-9	3
CCN(CC)S(=O)(=O)c1cccc(NC(=O)CN2C(=O)c3ccc([N+](=O)[O-])cc3C2=O)c1	52%[activator]	8.9µM*	-12%	11%	0%	-17	1
Cc1ccc(NC(=O)CSc2nnc(-c3cnccn3)n2C)cc1C	?	19%	1%	-10%	-8%	22	2
CC(=O)NS(=O)(=O)c1ccc(NS(=O)(=O)c2ccccc2[N+](=O)[O-])cc1	0%	8%	5%	5%	-1%	7	0
Cc1c(CN(C)C)c2c(n1Cc1ccccc1)C(=O)c1ccc(Br)cc1-2	2.3µM*	47%	-6%	nt	1%	-3	1
COc1ccc(CNCCc2c[nH]c3ccccc23)c(OC)c1OC	?	-9%	-3%	-10%	-2%	-6	-2
CC(=O)N1c2ccccc2C(CBr)=CC1(C)C	0%	-11%	3%	-3%	3%	-5	-3
COC(=O)c1cc(COC(=O)c2cccnc2SC)oc1C	-16%	0%	0%	-1%	-1%	-4	14
CCC(NC(=O)Nn1cnnc1)(C(F)(F)F)C(F)(F)F	-15%	-12%	-4%	-9%	-3%	-4	-2
CCCCn1c(SCC(=O)N2CCOCC2)nc2ccccc2c1=O	?	-2%	-4%	-9%	2%	32	6
Cc1csc(NC(=O)CCn2c(=O)oc3ccccc32)n1	nt	-8%	0%	17%	0%	20	-1
O=C1OCCN1C(=O)[C@H]1[C@H](c2ccc(Cl)cc2)C(c2cccc(Cl)c2)=NN1c1ccc(Br)cc1	nt	-22%	-2%	nt	nt	i	2
O=C(CNC(=O)c1ccc(Cl)cc1)NC1CCCCC1	57%[activator]	-17%	1%	25%	-12%	-30	5
COc1ccc(NS(=O)(=O)c2cc(NC(=O)C3CCCO3)ccc2N2CCCC2)cc1 (centres undefined)	-23%	35%	6%	-3%	1%	-15	-3
COc1ccc(CCNC(=O)C2CCN(S(=O)(=O)c3c(C)noc3C)CC2)cc1OC	?	nt	0%	-8%	-4%	-8	-2
Cc1cc(NC(=O)CCC(=O)N(CC(=O)NC2CCCC2)Cc2ccc(F)cc2)no1	-12%	21%	6%	13%	0%	-2	-4
O=C(COc1ccccc1F)Nc1c2c(nn1-c1ccccc1)CS(=O)(=O)C2	?	13%	7%	?	1%	-9	-3

Compounds were not picked by outcome (roughly 22% active in at least one column).
